12-LOX inh – inhibitors of human 12S-lipoxygenase ALOX12 | P18054 | purified 12hLO, xylenol orange hydroperoxide absorbance | Potency, µM (titrated, usually from 108 µM), inactives show at the top dose activity change, negative = inhibition, actives largely listed as inhibitors | 1.1% of 580,000 active; note: % is set by controls: 0 for no effect and ±100 for the full control effect
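Hydroperoxide product was detected by ferrous iron/xylenol orange as the 573 to 405 nm absorbance ratio. Arachidonic acid at 40 uM (final) was turned over for 30 min at room temperature by 150 nM human 12hLO, pH 7.0 Hepes buffer, after 15 min compound preincubation.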
TrxR1 substrate – rat thioredoxin reductase 1 substrate activity; O89049; purified TrxR1 substrate turnover, NADPH consumption readout; Potency, µM (series often up to 114 µM), inactives show at the highest dose activity change, negative = substrate turnover; 0.01% of 390,000 active; AID 588456; note: % is set by controls: 0 for no effect and ±100 for the full control effect; nearly all actives have a fitted effect of over 50% in size
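Rat TrxR1, dispensed at 90 nM, was prereduced with 400 uM NADPH (final) for 5 min at ~22 deg C, then incubated with compound 15 min before 400 uM selenite. A first-read NADPH fluorescence drop versus no-compound background flagged substrates.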
Vif-APOBEC3G blk – Vif-A3G binding inhibition. Q9HC16. HeLa A3G-eYFP + Vif (tagged APOBEC3G with the HIV-1 protein that degrades it), YFP fluorescence, overnight. Potency, µM (doses to about 46.1 µM), without a hit: at the highest dose activity, negative = active, most hits filed as inhibitors. 0.076% of 410,000 active. AID 602310;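 note: % is set by controls: 0 for no effect and ±100 for the full control effect; nearly all actives have a fitted effect of over 60% in size; hits raise eYFP signal because A3G escapes Vif-driven loss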
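Read-out is eYFP fluorescence (Ex 488/Em 500-530) from Vif-expressing HeLa A3G-eYFP cells; more signal means A3G escaped Vif-mediated degradation. Cells plated overnight, compound pinned in, incubated overnight at 37 deg C.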
RXFP1 agonist – agonists of human relaxin receptor RXFP1 | Q9HBX9 | HEK293T-RXFP1 cAMP TR-FRET, 30 min; response scale: percent of porcine relaxin response, buffer zero | Potency, µM (top dose mostly 57.5 µM), without a hit: top-dose activation, usual class: activators | 0.3% of 370,000 active; note: % is set by controls: 0 for no effect and ±100 for the full control effect; nearly all actives have a fitted effect of over 60% in size; many of its hits are not listed in these tables
Target sequence (Q9HBX9 whole entry, looked up): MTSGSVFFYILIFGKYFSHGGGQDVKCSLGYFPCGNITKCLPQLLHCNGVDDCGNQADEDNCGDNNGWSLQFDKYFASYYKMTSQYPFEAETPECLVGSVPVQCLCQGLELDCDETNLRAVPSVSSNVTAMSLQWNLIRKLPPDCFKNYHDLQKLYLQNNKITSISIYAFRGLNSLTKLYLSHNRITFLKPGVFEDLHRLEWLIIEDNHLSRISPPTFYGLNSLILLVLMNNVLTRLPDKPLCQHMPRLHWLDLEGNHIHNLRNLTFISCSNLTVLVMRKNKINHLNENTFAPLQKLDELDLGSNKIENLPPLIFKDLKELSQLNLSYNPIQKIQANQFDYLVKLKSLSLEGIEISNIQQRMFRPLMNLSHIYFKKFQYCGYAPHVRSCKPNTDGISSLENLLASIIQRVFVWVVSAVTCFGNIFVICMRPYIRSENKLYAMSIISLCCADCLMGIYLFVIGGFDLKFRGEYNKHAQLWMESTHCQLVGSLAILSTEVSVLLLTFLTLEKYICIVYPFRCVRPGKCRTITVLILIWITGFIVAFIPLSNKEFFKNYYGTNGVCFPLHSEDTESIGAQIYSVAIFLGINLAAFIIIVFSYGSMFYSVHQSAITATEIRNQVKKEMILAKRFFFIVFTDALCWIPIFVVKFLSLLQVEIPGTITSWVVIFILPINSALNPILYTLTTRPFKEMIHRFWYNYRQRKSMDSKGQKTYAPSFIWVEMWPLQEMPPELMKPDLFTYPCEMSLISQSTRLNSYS
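HEK293T cells stably expressing RXFP1 were pretreated with the PDE4 inhibitor Ro 20174, exposed to compounds for 30 min at 37C, lysed, and cAMP was read by TR-FRET. Data normalized to buffer (basal) and 29 nM porcine relaxin (100%).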
USP1 inh – inhibitors of human USP1/UAF1 deubiquitinase; Potency, µM (doses to about 57.1 µM), without a hit: at the highest dose activity change, negative = inhibition, hits mostly inhibitors; recombinant USP1/UAF1, Ub-Rhodamine cleavage fluorescence; 0.23% of 390,000 active; AID 743255; note: % is set by controls: 0 for no effect and ±100 for the full control effect; nearly all actives have a fitted effect of over 60% in size; inactives centre near -12
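High-throughput fluorogenic screen: 1nM USP1/UAF1 complex, Ub-Rho substrate 150nM final, 50mM HEPES pH 7.8 with 0.5mM EDTA, 0.1 mg/ml BSA, 1mM TCEP and 0.01% Tween-20.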
mIDH1 inhibitor – blocks human mutant IDH1 R132H enzyme | IDH1-R132H enzyme, NADPH consumption, diaphorase/resazurin fluorescence | 0.093% of 390,000 active | Potency, µM (series often up to 76.6 µM), inactives show top-dose activity change, negative = inhibition, usual class: inhibitors | O75874; note: % is set by controls: 0 for no effect and ±100 for the full control effect; nearly all actives have a fitted effect of over 65% in size
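IDH1-R132H (0.5 ug/mL) preincubated 30 min with compound, then NADPH (0.016 mM) and alpha-KG (2 mM) added; 80 min at RT, pH 7.5. Remaining NADPH coupled via diaphorase/resazurin to fluorescence (540/590 nm); concentration-response curves normalized to no-enzyme control.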
TrxR1 inh – rat TrxR1 inhibition; 1% of 390,000 active; recombinant rTrxR1, NADPH fluorescence consumption, selenite substrate; Potency, µM (top dose mostly 114 µM), for the others: at the highest dose activity change, negative = inhibition, usual class: inhibitors; note: % is set by controls: 0 for no effect and ±100 for the full control effect; nearly all actives have a fitted effect of over 65% in size
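Rat TrxR1 (90 nM in the dispensed reagent) was pre-reduced with 400 uM NADPH for 5 min at room temperature, then incubated with compound for 15 min. After 400 uM selenite was added, NADPH fluorescence (Ex 340/Em 450 nm) was followed for 8 min.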
RGS4 inhibitor – human RGS4 inhibition | AID 504845 | Transcreener GDP fluorescence polarization, RGS4-accelerated GTP hydrolysis | P49798 | Potency, µM (highest dose often 114 µM), for inactives: top-dose activity change, negative = inhibition, most hits filed as inhibitors | 0.039% of 390,000 active; note: % is set by controls: 0 for no effect and ±100 for the full control effect; nearly all actives have a fitted effect of over 75% in size; some results filed as inactive show a strong effect at the top dose
Target sequence (P49798 whole entry, looked up): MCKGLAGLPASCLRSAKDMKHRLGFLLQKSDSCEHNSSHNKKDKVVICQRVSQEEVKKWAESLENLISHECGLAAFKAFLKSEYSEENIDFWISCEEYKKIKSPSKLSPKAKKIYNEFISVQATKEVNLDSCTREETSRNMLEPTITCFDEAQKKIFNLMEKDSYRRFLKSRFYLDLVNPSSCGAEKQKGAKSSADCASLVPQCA
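MLSMR compounds (23 nl, pin-transferred) preincubated 10 min at room temperature with a 500nM (2x) first reagent, then RGS4 at 900nM (2x) plus Transcreener GDP mix added; fluorescence polarization (620/688 nm) read before and after 90 min at 30 °C.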
Vif-A3F inh – Vif-A3F binding inhibition; Potency, µM (highest dose often 46.1 µM), inactives show at the top dose activity, negative = active; HeLa A3F-eYFP + Vif (tagged APOBEC3F with the HIV-1 protein that degrades it), YFP fluorescence increase; 0.2% of 390,000 active; note: % of control where 0% means no effect; nearly all actives have a fitted effect of over 65% in size
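HeLa cells stably expressing A3F-eYFP plus Vif, plated and incubated overnight at 37 deg C, then exposed to compounds overnight at 37 deg C. Blocked degradation read as raised yellow fluorescence (Ex 488/Em 500-530).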
Starred values were filed as active, the others as inactive; ? = inconclusive; nt = not tested or not shown; & = joins results of further samples; [ ] = another dose, or the depositor's remark. Calls come from the whole dose curve; as a rule, active = well fitted curve in the direction sought with a large enough effect; inconclusive = small, poorly fitted or top-dose-only effect, or another doubt; inactive = no such curve, though single readings can be large; an effect the other way counts as inactive or inconclusive. Potency is the fitted concentration of half-maximal effect.

Value order: 12-LOX inh	TrxR1 substrate	Vif-APOBEC3G blk	RXFP1 agonist	USP1 inh	mIDH1 inhibitor	TrxR1 inh	RGS4 inhibitor	Vif-A3F inh
C[C@]12CC[C@H](O)CC1=CC(=O)C1C2CC[C@]2(C)C(=O)CCC12 (stereo partly specified)
 : 2%	8%[57.1 µM]	3%	nt	-20%	9%	9%[57.1 µM]	-19%	6%
C=C1C(O)[C@@H]2O[C@]3(CC[C@H](/C=C/C(C)[C@@H]4CC(C)=CC5(O[C@H](C[C@@](C)(O)C(=O)O)CCC5O)O4)O3)CC[C@H]2O[C@@H]1C(O)CC(C)[C@H]1OC2(CCCCO2)CCC1C (stereo partly specified)
 : nt	-1%	-6%	nt	-8%	0%[38.3 µM]	9%	5%	2%
O=C(c1ccc(-c2ccccc2)c(F)c1)C1CCCN(CCO)C1 (stereo unspecified)
 : -7%	13%[57.1 µM]	7%	-0.3%	-20%	3%	24%[57.1 µM]	-1%	-23%
Cc1nc2c(C(=O)N3CCC4(CC3)OCCO4)cnn2c(C)c1Cc1cccc(Cl)c1
 : 61%[activator]	44%[activator]	0%	-0.6%	-20%	-3%	8%	-26%	7%
c1ccc2c3c([nH]c2c1)CNCC3
 : 3%	10%	-1%	2.9%	?	-4%	-20%	-10%	0%
COC(=O)C12CCc3cc(OC)ccc3C1=CC(=O)C2 (stereo unspecified)
 : 2%	nt	0%	nt	-19%	10%	nt	nt	-8%
COC(=O)CNC(=O)c1cn(CCC#N)nc1-c1ccc(F)cc1
 : -9%	3%[57.1 µM]	-1%	3.0%	5%	20%	15%[57.1 µM]	2%	-3%
O=S(=O)(c1ccc(Cl)cc1)N1CCCCC1c1cccnc1 (stereo unspecified)
 : ?	-3%[57.1 µM]	-1%	-5.7%	-3%	13%	-3%[57.1 µM]	28%	0%
COc1ccc(N=Cc2c(O)n(-c3ccc(C)cc3)c(=O)[nH]c2=O)cc1
 : -17%	82%[activator][57.1 µM]	4%	21%	-16%	0%	24%[57.1 µM]	-23%	-3%
O=C1NC(=S)NC(=O)C1=Cc1ccc2c(c1)CCN2CCCCl
 : nt	-6%	1%	-33%[inhibitor]	-5%	-18%	28µM*	?	-5%
COc1ccc(C(=O)Cn2c(NCCCl)nc3ccccc32)cc1
 : ?	7%	0%	2.2%	-18%	0%	26%	-19%	3%
CCCCCCC(=O)N/N=C/c1c(O)n(CCCC)c(=S)[nH]c1=O
 : ?	2%[11.4 µM]	-5%	0.2%	1%	2%	11%[11.4 µM]	-39%	-21%
Cc1nc2cc(F)ccc2n1C1CCN(Cc2nnnn2CCc2ccccc2)CC1
 : ?	-9%	-3%	0.5%	-5%	2%	16%[57.1 µM]	28%[11.4 µM]	2%
COc1ccc(C(=O)O)cc1OC
 : -1%	4%	3%	nt	7%	-7%	10%	11%	2%
COCCn1cc(C(=O)N2CCC3(CC2)OCCO3)c2c3ccccc3n(C)c2c1=O
 : 10%	82%[activator]	-12%	-0.7%	-6%	5%	-10%	-15%	-7%
Cc1cc2c(C(F)(F)F)cc(=O)oc2c2c1NCCC2
 : 15%	7%	-3%	4.2%	?	0%	7%	-13%	-26%
CCOC(=O)C1=Nc2ccccc2/C1=C\c1c(O)n(C)c(=O)n(C)c1=O
 : ?	-4%	-7%	0.7%	-12%	-3%	?	-53%	-1%
c1ccc2c(c1)[nH]c1cnccc12
 : 3%	124%[activator]	2%	2.3%	-25%	11%	22%	2%	2%
CCN(CC)CCNCC(=O)Nc1ccc(Cl)cc1C(=O)c1ccccc1
 : -13%	-6%	2%	1.0%	-3%	8%	-3%	-7%	-1%
COC(=O)C1=C(c2cccc(OCc3ccccc3)c2)C[C@@H]2CC[C@H]1N2C(=O)NC1CCN(Cc2ccccc2)CC1
 : -23%	1%[57.1 µM]	6%	-0.3%	?	15%	7%[57.1 µM]	-11%	-3%
COC(=O)C1=C(c2ccccc2OCc2ccccc2)C[C@@H]2CC[C@H]1N2C
 : 0%	nt	1%	nt	-1%	1%	nt	nt	0%
CCNCC(O)c1cccc(O)c1 (stereo unspecified)
 : -13%	-6%	-3%	0.1%	-22%	-6%	5%	0%	-11%
C[C@]12CCC3C(CC[C@@H]4C[C@H](O)CC[C@]34C)C1CCC2=O (stereo partly specified)
 : 16%	12%[11.4 µM]	2%	nt	-8%	4%	2%[11.4 µM]	-22%	11%
CN(C)CC1CCCCC1OC(=O)Cc1ccc(Cl)c([N+](=O)[O-])c1 (stereo unspecified)
 : ?	3%[57.1 µM]	-1%	1.3%	-12%	6%	2%[57.1 µM]	-12%	-15%
CCN(CC)c1ccc(/C=N/c2sc3c(c2C#N)C2CCN3CC2)c(O)c1
 : nt	-20%	?	-0.7%	?	2%	-16%	-42%	-792%
O=C(Nc1ccc(F)cc1)OC1CN2CCC1CC2 (stereo unspecified)
 : -10%	12%[57.1 µM]	3%	-0.8%	4%	-1%	35%[57.1 µM]	1%	-6%
COc1cc(/C=N/NC(=O)CN2CC(c3ccccc3)CC2=O)ccc1OC(=O)N(C)C (stereo unspecified)
 : -13%	-13%	1%	-1.1%	-7%	2%	-4%	22%	-9%
Cn1c(=O)oc2cc(NC(=O)CCl)ccc21
 : 0%	-1%[57.1 µM]	?	5.2%	-3%	-16%	-8%[57.1 µM]	7%[56.9 µM]	4%
O=C(O)c1cc(Oc2ccc(C(F)(F)F)cc2Cl)ccc1[N+](=O)[O-]
 : -2%	1%	-1%	nt	-21%	1%	15%	-15%	0%
CC1CCCCC12C(=O)NC(=O)NC2=O (stereo unspecified)
 : ?	13%[57.1 µM]	1%	nt	7%	1%	25%[11.4 µM]	18%	15%
CN(Cc1ccc(OC(F)F)cc1)C(=O)c1ccccc1Sc1ccccc1C#N
 : 9%	-6%	-1%	nt	-10%	-4%	12%	0%	1%
O=C(O)c1ccc(-n2c(O)c(/C=C3\C=Nc4ccccc43)c(=O)[nH]c2=O)cc1
 : ?	-16%	0%	0.1%	-8%	8%	-28%	0%	-1%
CC1(C)OC1COc1c2occc2cc2ccc(=O)oc12 (stereo unspecified)
 : -27%&8%	3%	-8%	1.1%	-14%	-1%	12%	4%	-1%
CP(=O)(Nc1ccc(Cl)cc1)c1nc2c(s1)CCCC2 (stereo unspecified)
 : 9%	1%	0%	-0.9%	-13%	13%	14%	12%[56.9 µM]	-9%
O=C1NC(=S)NC(=O)C1=Cc1cccn1-c1ccc(O)cc1
 : ?	1%	?	-3.0%	-13%	13%	20µM*	-118%	-1%
CN1C(=O)/C(=C/c2cccn2-c2ccc3ccccc3c2)C(=O)NC1=S
 : ?	-7%	-19%	2.5%	-18%	4%	?	?	-11%
CC(C)(C)C(=O)OCC12CCC(O1)C1(C)C(=O)OCC21 (stereo unspecified)
 : 18%	-4%[11.4 µM]	1%	1.9%	-21%	2%	1%[11.4 µM]	11%	0%
CN(C)C(=O)CSc1nnc([C@@H](N)Cc2ccccc2)o1
 : 0%	3%	0%	-0.4%	-10%	-3%	14%	5%	-2%
CCOC(=O)c1ccccc1NC(=O)c1c(O)[nH]c(=S)[nH]c1=O
 : ?	-7%	1%	nt	-31%	9%	6%[57.1 µM]	-13%	6%
COc1cc(/C=C/c2nc3ccccc3c(=O)n2-c2ccc(Br)c(C)c2)ccc1O
 : 4%	3%[57.1 µM]	-15%	6.0%	-13%	0%	14%[57.1 µM]	2%	-2%
O=C(c1ccc2c(c1)OCO2)C1CCCN(CC2CCCCC2)C1 (stereo unspecified)
 : -2%	7%	-1%	0.6%	-19%	-5%	16%	18%	-5%
ClC(Cl)(Cl)c1ccccc1
 : 11%	7%	-1%	-0.4%	-4%	23%	19%	4%	-2%
COc1cc(C(c2c(O)c3ccccc3oc2=O)c2c(C)n(C)n(-c3ccccc3)c2=O)ccc1OCC(=O)O (stereo unspecified)
 : -9%	2%	2%	2.4%	0%	-1%	-1%	0%	-1%
O=C1NC(=O)N(Cc2ccccc2Cl)C(=O)/C1=C/c1cccs1
 : ?	7%	?	-0.5%	-28%	-5%	?	?	-4%
O=S(=O)(Nc1c(O)ccc2ccccc12)c1ccc(F)cc1
 : ?	8%[57.1 µM]	-24%	nt	-6%	24%	-46%	?	-3%
O=S(=O)(NC1CN2CCC1CC2)c1ccc(Cl)cc1 (stereo unspecified)
 : -20%	0%	-5%	4.3%	-10%	-7%	4%	3%	-20%
O=C1C2CCN(CC2)[C@@H]1Cc1ccc2ccccc2c1O
 : -19%	2%	0%	-0.4%	-10%	1%	6%[11.4 µM]	-29%	-4%

Structures listed so far that contain a thiophene ring, fused or not (two):
Value order: 12-LOX inh	TrxR1 substrate	Vif-APOBEC3G blk	RXFP1 agonist	USP1 inh	mIDH1 inhibitor	TrxR1 inh	RGS4 inhibitor	Vif-A3F inh
CCN(CC)c1ccc(/C=N/c2sc3c(c2C#N)C2CCN3CC2)c(O)c1
 : nt	-20%	?	-0.7%	?	2%	-16%	-42%	-792%
O=C1NC(=O)N(Cc2ccccc2Cl)C(=O)/C1=C/c1cccs1
 : ?	7%	?	-0.5%	-28%	-5%	?	?	-4%

This is a subset. The share of hits here may be higher or lower than overall.
